# Tau fluor cs: counter-screen for tau fibril formation inhibitors. tau K18 P301L Alexa594 fluorescence, heparin fibrillization. Potency, µM (highest dose often 57.7 µM), inactives show top-dose activity change, negative = decrease. 0.93% of 280,000 active. AID 1463; note: % is set by controls: 0 for no effect and ±100 for the full control effect; nearly all actives have a fitted effect of over 55% in size
#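 Human tau K18 P301L (15 uM unlabeled, 0.24 uM Alexa 594-labeled) in 100 mM sodium acetate pH 7 with 20 uM heparin, 6 hr at 37 C. ThT 30 uM added, 1 hr ambient; Alexa 594 FP and total fluorescence read at 555/632 nm.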
# GAA spleen mod: inhibits or activates alpha-glucosidase in human spleen homogenate; P10253; human spleen homogenate, 4-MU-alpha-glucoside fluorescence; Potency, µM (highest dose often 79.9 µM), for the others: top-dose activity change, negative = inhibition, most hits filed as inhibitors; 0.006% of 240,000 active;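 note: 0% = enzyme with vehicle and -100% = no enzyme basal signal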
#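 Compounds were titrated against alpha-glucosidase in spleen homogenate at pH 5.0, with 1 mM 4-methylumbelliferyl substrate for 40 min at 37 C. Reactions were quenched with pH 10 NaOH/glycine and fluorescence measured.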
# Tau ThT inhib: blocks human tau fibril formation measured by thioflavin T. P10636. recombinant tau K18 P301L, heparin-induced fibrillization, ThT fluorescence. Potency, µM (series often up to 57.4 µM), for the others: at the highest dose activity, negative = inhibition, most hits filed as inhibitors. 2.1% of 270,000 active; note: % is set by controls: 0 for no effect and ±100 for the full control effect; nearly all actives have a fitted effect of over 55% in size
# Target sequence (P10636 561-689 P618L limits assumed): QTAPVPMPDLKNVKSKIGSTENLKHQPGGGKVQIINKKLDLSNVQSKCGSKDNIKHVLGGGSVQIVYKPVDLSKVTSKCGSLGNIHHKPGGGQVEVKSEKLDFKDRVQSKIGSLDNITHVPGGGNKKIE
#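 Using a mix of unlabeled (15 uM) and Alexa 594-labeled (0.24 uM) tau K18 P301L, heparin-triggered fibrillization over 6 hr at 37 C was scored by ThT fluorescence.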
# GAA inh: alpha-glucosidase (human) inhibition; 0.005% of 200,000 active; Potency, µM (top dose mostly 76.9 µM), inactives show top-dose activity change, negative = inhibition, actives largely listed as inhibitors; purified human GAA, 4-MU-alpha-glucoside fluorescence; P10253; AID 1466;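 note: plate controls were uninhibited enzyme wells for no effect and no-enzyme background for full effect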
#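 qHTS format, compound range up to 77 uM. Human lysosomal enzyme at 4 nM, 400 uM 4-MU glucoside substrate, pH 5.0, 20 min room temperature; fluorescence after alkaline stop gives activity normalized to controls.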
# HTT cytoprotect: cytoprotection in Huntington HTT-Q103 PC12 cell model; PC12 HTT-Q103 induced, cytoprotection, ATP luminescence, 40 h; Potency, µM (doses to about 56.4 µM), inactives show cytoprotection (ATP increase), actives largely listed as activators; 0.14% of 230,000 active;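 note: % of control where 0% means no effect; nearly all actives have a fitted effect of over 45% in size; toxic huntingtin expression switched on by the ecdysone agonist tebufenozide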
#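 Readout: ATPlite luminescence (ATP level). Model: stable PC12, inducible Htt exon1 Q103-GFP. Inducer: tebufenozide, 100 nM final. Compounds: dose series. No G418 in medium.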
# GAA glycogen: inhibitors or activators of human alpha-glucosidase glycogen cleavage. P10253. recombinant GAA, glycogen substrate, Amplex Red glucose oxidase fluorescence. Potency, µM (doses to about 76.4 µM), for inactives: at the highest dose activity change, negative = inhibition, hits mostly inhibitors. 0.38% of 300,000 active. AID 2100;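 note: 0% = full enzyme reaction and -100% = no-enzyme basal signal; the screen sought inhibitors and activators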
#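 Natural-substrate format: glycogen cleavage by 4 nM human enzyme, glucose read by Amplex Red coupling (Ex 573, Em 610 nm). Normalized to enzyme and no-enzyme controls.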
# Tau FP inhib: tau fibrillization inhibition (FP) | Potency, µM (titrated, usually from 57.7 µM), without a hit: at the highest dose activity, negative = inhibition, most hits filed as inhibitors | P10636 | AID 1468 | K18 P301L tau heparin fibrillization, Alexa594 FP, 6 h | 0.39% of 280,000 active; note: % is set by controls: 0 for no effect and ±100 for the full control effect; nearly all actives have a fitted effect of over 55% in size
#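 Steps: dispense K18 P301L tau (15 uM plus 0.24 uM Alexa 594 tracer, final) in pH 7 sodium acetate; add compound; add heparin (20 uM final); incubate 6 hr, 37 C; add ThT (30 uM final); after 1 hr ambient, read FP.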
# GLA spleen mod: inhibits or activates alpha-galactosidase in human spleen homogenate; P06280; human spleen homogenate, 4MU-alpha-Gal fluorescence, 40 min; Potency, µM (titrated, usually from 80 µM), inactives show at the highest dose activity change, negative = inhibition, usual class: inhibitors; 0.008% of 240,000 active; AID 2107;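 note: 0% = enzyme with vehicle and -100% = no enzyme basal signal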
# Target sequence (P06280 32-429 limits assumed): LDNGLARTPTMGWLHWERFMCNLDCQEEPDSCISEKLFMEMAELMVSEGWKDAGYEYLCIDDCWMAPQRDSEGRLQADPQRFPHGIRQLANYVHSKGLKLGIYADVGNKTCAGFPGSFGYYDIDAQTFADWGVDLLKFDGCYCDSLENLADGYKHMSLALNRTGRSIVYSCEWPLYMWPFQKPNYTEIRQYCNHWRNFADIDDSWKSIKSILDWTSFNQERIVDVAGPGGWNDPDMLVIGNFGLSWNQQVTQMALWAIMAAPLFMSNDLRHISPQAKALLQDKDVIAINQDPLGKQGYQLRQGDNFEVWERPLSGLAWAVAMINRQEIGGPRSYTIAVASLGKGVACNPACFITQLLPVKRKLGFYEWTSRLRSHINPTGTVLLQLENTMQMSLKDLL
#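 Human spleen homogenate (1 ug) as enzyme source, 4-methylumbelliferyl-alpha-D-galactopyranoside 1 mM final, citrate/phosphate pH 5.0 with 0.01% Tween-20. Compounds 40 min at 37C, NaOH/glycine stop; fluorescence Ex 365/Em 440, Hill-fit AC50.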
# An asterisk follows results filed as active; ? = inconclusive; . = not tested or not shown; & = joins results of further samples; [ ] = another dose, or the depositor's remark. Calls come from the whole dose curve; as a rule, active = well fitted curve in the direction sought with a large enough effect; inconclusive = small, poorly fitted or top-dose-only effect, or another doubt; inactive = no such curve, though single readings can be large; an effect the other way counts as inactive or inconclusive. Potency is the fitted concentration of half-maximal effect.
SMILES,Tau fluor cs,GAA spleen mod,Tau ThT inhib,GAA inh,HTT cytoprotect,GAA glycogen,Tau FP inhib,GLA spleen mod
Cc1ccc(S(=O)(=O)/C(C#N)=C/c2c(N3CCN(C)CC3)nc3ccccn3c2=O)cc1,-10%,0%,-13%,?,0%,5%,7%,5%
CCOc1ccc(OCC)c(NC(=O)c2ccc(CNc3c(N4CCCC4)c(=O)c3=O)cc2)c1,-21%,4%,-12%,.,5%[10 µM],6%,19%,15%
COc1cc(C(=O)Oc2cc(C)cc(C)c2)cc(OC)c1OC,-7%,-5%,-12%,-1%,23%[10 µM],5%,1%,6%
Cc1ccccc1-c1nc2cc(N)ccc2o1,-28%,-9%,?,-12%,-70%[inhibitor][10 µM],-14%,4%,6%
CCOC(=O)C1=C(C)C(c2ccc(OC)cc2OC)NC(=O)N1 (stereo not drawn),-13%,-2%,-7%,-6%,-16%[10 µM],5%,-7%,-5%
COc1ccccc1CNn1c(-c2cccc(C)c2)nc2ccccc2c1=O,1%,1%,10%,-6%,3%,-8%,3%,-2%
Cc1cc(CCN2CCC(=O)NC2=S)ccc1OC(C)C,-12%,-7%,-7%,-7%,-17%,-7%,2%,6%
COC(=O)Cc1ccc(N(Cc2ccccc2F)S(=O)(=O)c2ccc(C)cc2)cc1,-3%,4%,4%,2%,.,2%,9%,10%
CC(C)N1C(=O)CCC1C(=O)N1CCCc2ccccc21 (stereo not drawn),-5%,-5%,-8%,4%,4%[0.074 µM],3%,7%,-4%
COc1ccc(CC(=O)NCc2nnc(SCc3ccc([N+](=O)[O-])cc3)n2C)cc1,-7%,-4%,-2%,?,-3%,-8%,-10%,5%
CNC(=S)N/N=C/c1cn(Cc2c(F)cccc2Cl)c2ccccc12,?,1%,?,0%,.,9%,?,1%
Cc1ccc(S(=O)(=O)Nc2nc3ccccc3nc2N2CCN(c3ccccc3F)CC2)cc1,-28%,-4%,?,-3%,-4%,-2%,12%,3%
COc1ccccc1N/C=C1/Sc2cc(Cl)ccc2NC1=O,-20%,9%,?,-4%,7%,-14%,9%,7%
CCCCOc1ccc(CN2CCCCC2)cc1,-8%,-20%,-8%,5%,7%[10 µM],1%,5%,-7%
O=C1N=C(N2CCN(c3ccccc3)CC2)S/C1=C/c1ccco1,-19%,0%,?,.,-7%[10 µM],0%,2%,4%
Cc1cccc(S(=O)(=O)N2CN(Cc3ccco3)c3nc4ccccc4nc32)c1,?,0%,?,5%,-30%,-7%,-10%,6%
CCOC(=O)N1CCC(Nc2c(-c3ccc(C)c(C)c3)c(=O)c2=O)CC1,-20%,-7%,-15%,-2%,-18%,2%,0%,-12%
COc1ccc(NC(=O)N2CCCCC2c2cccnc2)cc1 (stereo not drawn),-3%,3%,-7%,-20%,-12%[10 µM],8%,4%,-1%
N#Cc1c(NC(=O)CCCC(=O)O)sc2c1CCCCC2,-9%,-3%,-12%,1%,-11%[10 µM],1%,8%,-19%
O=C(CN1CCN(Cc2ccc3c(c2)OCO3)CC1)Nc1ccc2c(c1)OCCO2,1%,-18%,-1%,-4%,-12%,5%,12%,-9%
COC(=O)C1(CCSC)NC(c2ccccc2F)C2C(=O)N(c3ccc4c(c3)OCCO4)C(=O)C21 (stereo not drawn),1%,-7%,5%,8%,-39%,2%,-1%,-8%
CSc1nc2ccc(N3C(=O)C4CCCCC4C3=O)cc2s1 (stereo not drawn),-11%,-4%,-8%,-3%,4%,0%,-1%,3%
Cc1nc(NC(=O)c2c(-c3ccccc3)c(-c3ccccc3)nn(C)c2=O)sc1C,-8%,.,-15%,.,.,12%[76.3 µM],-6%,.
Cc1ccc(CNC(=O)CSCc2ccc(F)cc2)cc1,-6%&-8%,0%,-4%&-6%,-4%,4%,-4%,3%&3%,-2%
CCc1ccc(C(=O)COC(=O)C(CCSC)NC(=O)C23CC4CC(CC(C4)C2)C3)cc1 (stereo not drawn),8%,2%,1%,2%,17%[10 µM],1%,9%,5%
O=C(NC1CCCC1)C1CC(c2ccc(F)cc2)=NO1 (stereo not drawn),3%,-14%,5%,6%,19%,5%,-1%,12%
COc1cc(CCC(=O)OCC(=O)Nc2c(C)cccc2C(C)C)cc(OC)c1OC,-11%,6%,-7%,2%,30%[10 µM],-6%,2%,-1%
Cc1cccc(OCc2ccc(-c3nc(C#N)c(NCc4cccnc4)o3)o2)c1,?,.,?,.,.,?,?,.
Cc1ccc(-c2cc(NC(=O)c3ccccc3Cl)on2)cc1,-17%,.,-4%,.,.,17%[76.3 µM],-10%,.
Cc1ccc(-n2c(=O)c3oc4ccccc4c3n(Cc3ccccc3)c2=O)cc1C,-13%,.,-14%,.,.,10%[76.3 µM],-12%,.
Cn1c(=O)c2c(ncn2Cc2cccc(Cl)c2)n(C)c1=O,6%,12%,2%,2%,-43%[inhibitor],10%,-4%,?
CCN(CC)S(=O)(=O)c1ccc2c(c1)c(=O)c(C(=O)NCCc1ccccc1)cn2C,-21%,.,0%,.,.,2%,-3%,.
CC1(C)Cc2c(oc3ncn4ncnc4c23)CO1,3%,-11%,5%,-12%,-2%,-16%,-7%,-16%
CCOC(=O)C(C(=O)OCC)C(C(=O)OCC)N1CCOCC1 (stereo not drawn),3%,-2%,?,1%,-18%,6%,0%,-3%
CCOc1cc(/C=C(/C#N)c2ccc(F)cc2)ccc1OCc1ccc(C(=O)O)o1,1%,-6%,-16%,2%,-22%,-9%,8%,-5%
COC(=O)CN1C(c2ccccc2)=Nc2ccc(Cl)cc2C1c1ccccc1 (stereo not drawn),-3%,-3%,-9%,-1%,-26%,-10%,-2%,-6%
CCC1(c2ccc(F)cc2)NC(=O)N(CC(=O)N2CCOCC2)C1=O (stereo not drawn),4%,6%,-4%,3%,-7%[0.074 µM],-10%,6%,8%
CCC(C)(C(=O)NC1CCCCC1)N(C)C(=O)c1ccccn1 (stereo not drawn),-6%,-3%,-10%,-7%,-15%,3%,6%,-7%
CCCCC#CC1C=CC(Oc2ccc(OC)cc2)C(CO)O1 (stereo not drawn),-15%[11.6 µM],-7%[17.4 µM],-17%[11.5 µM],.,-4%[10 µM],.,1%[11.6 µM],7%[17.5 µM]
COc1ccc(S(=O)(=O)N(C)CC(=O)Nc2ccc3c(c2)OCO3)cc1OC,-21%,1%,?,-5%,-4%,1%,8%,5%
CCOc1ccc(C(C(=O)NC2CCCC2)N(CCCO)C(=O)c2ccc(-c3ccccc3)[nH]2)cc1 (stereo not drawn),-8%,-20%,?,5%,-39%[inhibitor],-4%,-6%,0%
Cc1ccc(C2CC(=O)Oc3cc(C)c(Br)c(C)c32)cc1 (stereo not drawn),-18%[81.3 µM],-6%[119 µM],-17%[81.4 µM],.,?,.,-7%[81.3 µM],-7%[119 µM]
Cc1cc(/C=C(/C#N)C(=O)Nc2ccc(Cl)cc2)c(C)n1-c1cccnc1,-18%,-1%,-7%,4%,10%[10 µM],15%,-8%,-9%
CCOc1ncccc1C(=O)OC(C)C(=O)NC(=O)NC1CCCCC1 (stereo not drawn),-12%,3%,-10%,2%,-32%[inhibitor],4%,1%,-6%
COc1ccc(-c2[nH]ncc2/C=N\NS(=O)(=O)c2ccccc2)cc1OC,-2%,4%,3%,-3%,-6%,-4%,2%,4%
Cc1ccc(-c2cc(=O)c3ccc(F)cc3[nH]2)cc1,-6%,-20%,-9%,.,1%[10 µM],6%,-7%,-9%
CC(C)Oc1ccc(C(CC(=O)NCc2ccco2)c2ccccc2)cc1 (stereo not drawn),-14%,-16%,-11%,-6%,-26%,-17%,-2%,0%
CCNc1nc(SCCOc2ccccc2)nc(N(C)C)n1,-15%,-1%,?,-5%,-36%,-6%,-4%,-10%
Cc1ccc2nc3c(cc2c1)CN(Cc1ccco1)C(=NCC1CCCO1)S3 (stereo not drawn),-20%,-10%,-14%,-6%,-1%[10 µM],-1%,-2%,0%
COc1cc(Nc2cc(C)nc3nc(C)nn23)cc(OC)c1OC,17%,9%,10%,?,-17%,?,10%,8%
Cc1ccc(S(=O)(=O)N(CC(=O)O)c2ccc(Cl)c(C(F)(F)F)c2)cc1,9%,3%,5%,-12%,-26%,-4%,0%,-3%
COc1cccc(OCCSc2nnc3sc4ccccc4n23)c1,-8%,-1%,?,?,-12%[1.9 µM],-25%,13%,0%
O=C1/C(=N\S(=O)(=O)c2cccs2)C([n+]2ccc(CCCc3ccccc3)cc2)=C([O-])c2ccccc21,?,1%,2.8µM*,1%,-18%[10 µM],8%,3%,-10%

# Structural class, the compounds so far with a Cl atom.
SMILES,Tau fluor cs,GAA spleen mod,Tau ThT inhib,GAA inh,HTT cytoprotect,GAA glycogen,Tau FP inhib,GLA spleen mod
CNC(=S)N/N=C/c1cn(Cc2c(F)cccc2Cl)c2ccccc12,?,1%,?,0%,.,9%,?,1%
COc1ccccc1N/C=C1/Sc2cc(Cl)ccc2NC1=O,-20%,9%,?,-4%,7%,-14%,9%,7%
Cc1ccc(-c2cc(NC(=O)c3ccccc3Cl)on2)cc1,-17%,.,-4%,.,.,17%[76.3 µM],-10%,.
Cn1c(=O)c2c(ncn2Cc2cccc(Cl)c2)n(C)c1=O,6%,12%,2%,2%,-43%[inhibitor],10%,-4%,?
COC(=O)CN1C(c2ccccc2)=Nc2ccc(Cl)cc2C1c1ccccc1 (stereo not drawn),-3%,-3%,-9%,-1%,-26%,-10%,-2%,-6%
Cc1cc(/C=C(/C#N)C(=O)Nc2ccc(Cl)cc2)c(C)n1-c1cccnc1,-18%,-1%,-7%,4%,10%[10 µM],15%,-8%,-9%
Cc1ccc(S(=O)(=O)N(CC(=O)O)c2ccc(Cl)c(C(F)(F)F)c2)cc1,9%,3%,5%,-12%,-26%,-4%,0%,-3%

# Looked up one by one from the entries so far:
SMILES,Tau fluor cs,GAA spleen mod,Tau ThT inhib,GAA inh,HTT cytoprotect,GAA glycogen,Tau FP inhib,GLA spleen mod
CC(C)Oc1ccc(C(CC(=O)NCc2ccco2)c2ccccc2)cc1 (stereo not drawn),-14%,-16%,-11%,-6%,-26%,-17%,-2%,0%
Cc1ccc2nc3c(cc2c1)CN(Cc1ccco1)C(=NCC1CCCO1)S3 (stereo not drawn),-20%,-10%,-14%,-6%,-1%[10 µM],-1%,-2%,0%
